Assay outcomes deposited in PubChem BioAssay by National Center for Advancing Translational Sciences (NCATS).
Tb PGK inh: qHTS Assay to Find Inhibitors of Phosphoglycerate Kinase; Phosphoglycerate kinase, glycosomal (Trypanosoma brucei brucei), P07378; PGK/GAPDH coupled, Kinase-Glo luminescence, 60 min; Potency, µM (doses to about 57.5 µM), for inactives: top-dose activity change, negative = inhibition, actives largely listed as inhibitors; 380,000 tested, 0.043% active; further: on the % scale 0 is the no-effect control and ±100 the full control effect; nearly all actives have a fitted effect of over 60% in size
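Luminescent ATP detection (Kinase-Glo Plus) follows a 60-minute room-temperature incubation, with wells lacking PGK as controls. Buffer: 100 mM TEA (pH 7.6), 5 mM MgCl2, 0.01% Tween-20. Coupling enzyme GAPDH (100 nM final) supplies unstable 1,3-BPG in-well.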
G9a block: qHTS Assay for Inhibitors of Histone Lysine Methyltransferase G9a. G9a H3K9 monomethylation, AlphaScreen, 2 h. AID 504332, 2011. 350,000 tested, 8.8% active. Potency, µM (series often up to 102 µM), for inactives: at the top dose activity, negative = inhibition, hits mostly inhibitors; further: on the % scale 0 is the no-effect control and ±100 the full control effect; nearly all actives have a fitted effect of over 75% in size
Target sequence (Q96KQ7 913-1193 limits assumed): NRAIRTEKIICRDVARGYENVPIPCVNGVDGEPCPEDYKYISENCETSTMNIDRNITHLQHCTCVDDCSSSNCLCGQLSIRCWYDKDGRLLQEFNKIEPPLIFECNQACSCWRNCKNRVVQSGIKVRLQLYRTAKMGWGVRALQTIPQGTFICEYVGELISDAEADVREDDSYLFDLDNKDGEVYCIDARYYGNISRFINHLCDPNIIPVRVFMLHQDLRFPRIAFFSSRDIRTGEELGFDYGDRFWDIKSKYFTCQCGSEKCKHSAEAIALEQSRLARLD
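Methyltransferase reactions run at room temperature for 2 h (20 nM enzyme, 500 nM biotin-H3K9 peptide, 20 uM SAM) after a 15 min compound preincubation; product detected by AlphaScreen beads and anti-H3K9me1 antibody.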
BAZ2B block: qHTS Assay for Inhibitors of BAZ2B; 360,000 tested, 4.4% active; Bromodomain adjacent to zinc finger domain protein 2B (Homo sapiens), Q9UIF8; AlphaScreen BAZ2B-H3K14Ac peptide displacement; AID 504333, 2011; Potency, µM (highest dose often 114 µM), for inactives: at the highest dose activity change, negative = inhibition, actives largely listed as inhibitors; further: on the % scale 0 is the no-effect control and ±100 the full control effect; nearly all actives have a fitted effect of over 60% in size
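Complex of BAZ2B and biotin-H3K14Ac (50 nM apiece) forms over 30 min at RT, then faces library compounds up to 110 uM for another 30 min; AlphaScreen beads added, 20 min dark incubation, luminescence read.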
Pin1 inh: qHTS Assay to Find Inhibitors of Pin1; Pin1 FP peptide displacement, HiFluor488, 10 min; Potency, µM (series often up to 115 µM), for the others: at the highest dose activity, negative = inhibition, most hits filed as inhibitors; 390,000 tested, 0.009% active; active means well fitted inhibition curve with a large enough effect in the polarisation, with a control signal flat, not every such curve was filed as active; inconclusive means small, poorly fitted or top-dose-only effect, or effect the other way, or a change in a side signal; inactive means no such curve, though single readings can be large or run the other way; the % refers to the polarisation; further: on the % scale 0 is the no-effect control and ±100 the full control effect
Pol iota inh: qHTS for Inhibitors of Polymerase Iota; Potency, µM (series often up to 115 µM), for the others: at the highest dose activity, negative = inhibition, most hits filed as inhibitors; 390,000 tested, 1% active; Pol iota fluorescent replication assay, 10 min; DNA polymerase iota (Homo sapiens), Q9UNA4
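Pol iota at 10 nM preincubated 15 min with compounds at room temperature; reaction started with fluorescent substrate, 50 nM final. Fluorescence read kinetically at 0 and 10 min; buffer-only wells as negative control.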
HP1b chromo inh: HTS for Inhibitors of HP1-beta Chromodomain Interactions with Methylated Histone Tails; AlphaScreen HP1-beta / biotin-H3K9me3 peptide binding; Potency, µM (titrated, usually from 114 µM), inactives show at the top dose activity change, negative = inhibition, usual class: inhibitors; 390,000 tested, 0.56% active; AID 540317, 2011; further: nearly all actives have a fitted effect of over 70% in size; inactives centre near 23
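Compound inhibition of the preformed complex between 50 nM HP1-beta and 50 nM biotinylated H3K9me3 peptide was read by AlphaScreen. Buffer was PBS pH 7.4 with 0.01% Tween-20. Incubations ran 30 min at room temperature, with 10 ug/mL donor/acceptor beads.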
JMJD2A Tudor inh: qHTS Assay for Inhibitors of JMJD2A-Tudor Domain; Lysine-specific demethylase 4A (Homo sapiens), O75164; Potency, µM (top dose mostly 114 µM), for the others: at the top dose activity change, negative = inhibition, usual class: inhibitors; 390,000 tested, 4.4% active; AlphaScreen JMJD2A-Tudor / H3K4me3 peptide binding; AID 504339, 2011; further: on the % scale 0 is the no-effect control and ±100 the full control effect; nearly all actives have a fitted effect of over 50% in size
GLS inhibitor: qHTS for Inhibitors of Glutaminase (GLS) | Potency, µM (titrated, usually from 45.5 µM), for the others: at the top dose activity change, negative = inhibition, hits mostly inhibitors | Glutaminase kidney isoform, mitochondrial (Homo sapiens), O94925 | 410,000 tested, 0.21% active | GLS enzymatic activity, qHTS titration; further: on the % scale 0 is the no-effect control and ±100 the full control effect
Target sequence (O94925 whole entry, looked up, canonical isoform): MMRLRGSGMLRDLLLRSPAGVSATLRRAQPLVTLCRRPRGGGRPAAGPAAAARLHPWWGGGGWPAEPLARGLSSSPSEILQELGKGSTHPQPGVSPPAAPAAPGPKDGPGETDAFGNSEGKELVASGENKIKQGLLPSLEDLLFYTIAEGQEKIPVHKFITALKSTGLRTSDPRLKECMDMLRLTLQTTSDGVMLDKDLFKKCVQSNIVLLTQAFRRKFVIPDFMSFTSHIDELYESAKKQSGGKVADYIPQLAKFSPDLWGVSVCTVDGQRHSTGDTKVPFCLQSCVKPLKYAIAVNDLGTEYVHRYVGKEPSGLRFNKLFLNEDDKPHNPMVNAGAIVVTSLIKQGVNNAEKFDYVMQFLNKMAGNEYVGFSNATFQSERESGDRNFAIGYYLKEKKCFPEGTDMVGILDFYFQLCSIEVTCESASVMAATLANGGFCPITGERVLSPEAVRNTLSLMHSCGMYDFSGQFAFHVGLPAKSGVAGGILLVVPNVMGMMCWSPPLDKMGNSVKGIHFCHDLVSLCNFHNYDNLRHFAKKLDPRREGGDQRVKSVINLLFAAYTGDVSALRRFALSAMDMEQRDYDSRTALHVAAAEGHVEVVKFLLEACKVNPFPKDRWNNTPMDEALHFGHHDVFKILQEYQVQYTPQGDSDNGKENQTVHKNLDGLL
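Compounds were pin-transferred onto hKGA, after which L-glutamine (1 mM solution) and a detection mix of glutamate oxidase, HRP and Amplex Red were added. Initial and 30 min RT fluorescence reads were collected.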
BLM helicase inh: qHTS Assay for Inhibitors of Bloom's syndrome helicase (BLM) | recombinant BLM DNA unwinding, fluorescence dequenching | Potency, µM (series often up to 56.1 µM), without a hit: top-dose activity change, negative = inhibition, actives largely listed as inhibitors | 350,000 tested, 0.2% active | AID 2528, 2010;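 further: plate controls were vehicle for no effect and no enzyme for full effect; nearly all actives have a fitted effect of over 35% in size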
An asterisk follows results filed as active; i = inactive; ? = inconclusive; nt = no result given; ! = not active in a repeat; [ ] = remark or other dose. Unless noted, the call rests on the fitted dose curve; in most records, active means well fitted curve in the direction sought with a large enough effect; inconclusive means small, poorly fitted or top-dose-only effect, or another doubt; inactive means no such curve, though single readings can be large; an effect the other way counts as inactive or inconclusive. Potency means the concentration at half of the fitted maximal effect. These rows are one share of the data; count on the stated rates, not on these rows.

Tb PGK inh,G9a block,BAZ2B block,Pin1 inh,Pol iota inh,HP1b chromo inh,JMJD2A Tudor inh,GLS inhibitor,smiles,BLM helicase inh
-10%,35µM*,-27%,-8%,316%[activator],5%,?,?,Cc1cccc(-n2nc(C)c3c2NC2=C(C(=O)CCC2)C3c2ccccn2)c1 (centres undefined),-3%
-2%,26%[59 µM],-7%,4%,-5%,30%,-3%,-5%,Cc1ccc(S(=O)(=O)c2n[nH]n3c2nc(=O)c2ccccc23)cc1,-6%
-1%,nt,nt,9%,5%,36%,-9%,-3%,COc1cccc(SCc2noc(C(=O)NCCN(C)C)c2C(=O)NCCN(C)C)c1,nt
-3%,4%[59 µM],-31%,?,-3%,23%,?,0%,O=c1[nH]c(CN2CCN(c3ccccc3O)CC2)nc2scc(-c3ccccc3Cl)c12,-11%
5%,-8%[59 µM],-8%,?,23%,24%,-17%,-1%,COc1ccc2nc(N(Cc3cccnc3)C(=O)c3ccco3)sc2c1,-2%
3%,?,?,-7%,9%,51%[activator],-6%,-3%,COc1cc(OC)c(NC(=O)Nc2ccc(OC)c(OC)c2)cc1Cl,-11%
-4%,14%,0%,?,14%,51%[activator],7%,-8%,COc1ccc(Cl)cc1N1C(=NC(=O)C2CCCO2)SC2CS(=O)(=O)CC21 (centres undefined),0%
-10%,11%[59 µM],-4%,1%,4%,33%,3%[11.4 µM],-10%,NC(=O)c1c(N)sc(=S)n1-c1ccccc1,2%
-5%,-6%[59 µM],-7%,-6%,6%,3%,-19%,1%,CCSc1ncc(Cl)c(C(=O)N2CCN(c3ccccc3OC)CC2)n1,-3%
i,-2%[59 µM],-1%,-2%,6%,-12%,-14%,-11%,COc1ccccc1-c1ocnc1C(=O)N1CCN(C(=O)C(c2ccccc2)c2ccccc2)CC1,-3%
-4%,?,-32%,3%,9%,-17%,?,12%,CC(=O)c1c(C)c2c(n1CCN(C)C)CCCC2,-2%
-8%,3%,2%,-7%,19%,18%,-5%,-8%,CC(C(=O)NCc1ccc2c(c1)OCO2)N(c1ccccc1)S(C)(=O)=O (centres undefined),-3%
7%,-23%[59 µM],-14%,?,1%,2%,?,14%,O=C1CCCC2=C1C1(CCCCC1)N=C(Nc1nc3ccccc3o1)N2,-15%
-7%,20%[59 µM],5%,-4%,14%,41%[activator],-10%,9%,O=C(NNC(=O)c1ccc2c(c1)OCO2)NC12CC3CC(CC(C3)C1)C2,2%
-2%,nt,-30%,1%,23%,38%,2%,-1%,Cc1ccc(C(=O)COC(=O)CNC(=O)Cc2ccccc2)cc1[N+](=O)[O-],0%
0%,13%,12%,3%,15%,32%,0%,6%,CCC(=O)Nc1cccc(NC(=O)CSc2nnc(C(C)C)n2CC)c1,-3%
i,-9%,-5%,7%,117%[activator],40%[activator],4%,-4%,Cc1cc(NC(=O)COC(=O)COc2ccc3c4c(c(=O)oc3c2)CCC4)no1,1%
-5%,3%[59 µM],-7%,1%,11%,25%,-14%,11%,O=c1nc(-c2ccccc2)n(-c2ccc(Cl)cc2)[nH]1,1%
i,40%,9%,-3%,21%,61%[activator],16%,9%,O=C(O)CN1C(=O)/C(=C/c2ccccc2Cl)Oc2ccccc21,-2%
i,3%,-35%,-8%,7%,26%,-31%,3%,COCCCn1c(SCCc2ccccc2)nc2cc(OC)c(OC)cc2c1=N,4%
i,-32%[59 µM],-4%,2%,15%,31%,-8%,2%,Cc1cc2nc(-c3ccc(NC(=O)c4cc5ccccc5o4)cc3)oc2cc1C,-1%
i,?,?,0%,5%,-8%,?,2%,COc1ccc(C(=O)C2C(c3ccc(-c4ccccc4[N+](=O)[O-])o3)NC(=O)NC2(O)C(F)(F)F)cc1 (centres undefined),-2%
2%,3%[59 µM],44%[activator][57.1 µM],-4%,12%,34%,-1%,6%,COC(=O)c1cccc(NS(C)(=O)=O)c1C,-1%
nt,?,?,-6%,-21%,40%[activator],-25%,-6%,NC(=O)c1ccccc1N/C=C1\CCCCC1=O,-1%
i,2%[12.7 µM],4%,5%,31%[activator],14%,-10%[11.4 µM],0%,C#CCNc1c2c(nc3ncnn13)CC(C)CC2 (centres undefined),-1%
?,?,14µM*,3%,22%,?,50µM*,18%,CCN1CCCc2cc(CN(CCN3CCOCC3)C(=S)Nc3cccc(OC)c3)ccc21,-9%
nt,1.1µM*,1.1µM*,nt,0.05µM*!,nt,nt,nt,O=C(O)C1=CC(=C(c2ccc(O)c(C(=O)O)c2)c2ccc(O)c(C(=O)O)c2)C=CC1=O,2.8µM*
-1%,-38%,-2%,0%,18%,24%,-10%,20%,CC(C)Cn1nc(C(=O)N2CCc3ccccc32)c2ccccc2c1=O,nt
-4%,-31%,-33%,?,?,14%,-21%,-3%,CC1=C/C(=C\C=C(C#N)C#N)N(C)c2ccccc21,-3%
-4%,-5%[12.7 µM],-4%,-3%,8%,25%,-7%,4%,CCC1SC2=NC(C)=C(C(=O)OC)C(c3cccs3)N2C1=O (centres undefined),-7%

The last two compounds of the part above lead into the next:
Tb PGK inh,G9a block,BAZ2B block,Pin1 inh,Pol iota inh,HP1b chromo inh,JMJD2A Tudor inh,GLS inhibitor,smiles,BLM helicase inh
-4%,-31%,-33%,?,?,14%,-21%,-3%,CC1=C/C(=C\C=C(C#N)C#N)N(C)c2ccccc21,-3%
-4%,-5%[12.7 µM],-4%,-3%,8%,25%,-7%,4%,CCC1SC2=NC(C)=C(C(=O)OC)C(c3cccs3)N2C1=O (centres undefined),-7%
i,nt,-23%,18%,39%,17%,-19%,3%,CNC(=S)N1N=C(c2ccc(OC)cc2)CC1c1ccc(Cl)cc1Cl (centres undefined),-9%
-10%,2%[59 µM],-8%,17%,-12%,4%,-28%,-2%,COc1ccc(CCN2C(=O)N(c3ccc(C)cc3)C(=O)C2CC(=O)Nc2ccc(OC)cc2)cc1 (centres undefined),-7%
-2%,?,25µM*,-11%,3%,?,40µM*,5%,O=C(CCc1ccc(Oc2cc([N+](=O)[O-])cc([N+](=O)[O-])c2)cc1)N1CCCCCC1,-5%
nt,-49%,-22%,-5%,-1%,38%,-15%,-7%,COc1ccc([N+](=O)[O-])cc1C(=O)NCCOc1ccc(Cl)cc1,-5%
1%,nt,?,9%,-4%,6%[57 µM],-31%,4%,CCOC(=O)c1c(C)[nH]c(C)c1S(=O)(=O)NCCc1ccc(SC)cc1,-5%
-6%,58%[activator],-10%,1%,-12%,48%[activator],18%,-2%,O=C(N1CCCCC1)N1CCN(S(=O)(=O)c2cccc([N+](=O)[O-])c2)CC1,-2%
-10%,nt,nt,1%,11%,6%,-14%,10%,COC(=O)[C@H](C)N(Cc1ccc(Cl)c(Cl)c1)S(=O)(=O)CCN1CCCC1,nt
-4%,11µM*,14µM*,-5%,-13%,?,22µM*,33%,COc1ccc(Nc2cc(C(=O)NCCCN3CCN(c4ccc(OC)cc4)CC3)c3ccccc3n2)cc1,-10%
-2%,-4%[59 µM],3%,-1%,6%,38%,8%,0%,CCOc1ccc2nc(N3CCC(C(=O)Nc4cc(C)ccc4C)CC3)sc2c1,-4%
4%,2%[59 µM],-3%,-2%,6%,27%,-6%,19%,Cc1cccc(S(=O)(=O)Nc2nc3ccccc3nc2NCc2ccc3c(c2)OCO3)c1,-1%
i,-40%[59 µM],?,-2%,-6%,-4%,?,3%,CC1CCCN(CCCNC(=O)c2ccc3c(c2)N(Cc2cccc(Cl)c2)C(=O)c2ccccc2S3(=O)=O)C1 (centres undefined),5%
-6%,?,-19%,1%,10%,10%,-21%,1%,CCn1c(SCC(=O)N2CCc3ccccc3C2)nc2sc(C)c(C)c2c1=O,-10%
-3%,-7%[59 µM],-3%,9%,16%,34%,-7%,-5%,CCN(CC)S(=O)(=O)c1ccc(Cl)c(NC(=O)COC(=O)c2cc(-c3ccccc3Cl)nc3ccccc23)c1,-4%
7%,-49%[59 µM],nt,?,-18%,9%,-29%,14%,CCCN(CCC)C(=O)c1c[nH]c2ccc(S(=O)(=O)Nc3cc(C)cc(C)c3)cc2c1=O,1%
8%,1%,-10%,-7%,146%[activator],5%,-20%,4%,COc1c(C=O)cc2c3c1CCCN3CCC2,-4%
-5%,14µM*,nt,1%,86%[activator],?,13µM*,-2%,C=CCOc1ccc(CN(C)CC(=O)Nc2ccccc2[N+](=O)[O-])cc1,-1%
1%,-7%[59 µM],-2%,-3%,-8%,30%[activator],-4%,6%,O=C(Cn1nc(C(F)(F)F)c2c1CCCC2)Nc1ccc(F)c(Cl)c1,-7%

Filtered by structure: the compounds so far with fluorine (two)
Tb PGK inh,G9a block,BAZ2B block,Pin1 inh,Pol iota inh,HP1b chromo inh,JMJD2A Tudor inh,GLS inhibitor,smiles,BLM helicase inh
i,?,?,0%,5%,-8%,?,2%,COc1ccc(C(=O)C2C(c3ccc(-c4ccccc4[N+](=O)[O-])o3)NC(=O)NC2(O)C(F)(F)F)cc1 (centres undefined),-2%
1%,-7%[59 µM],-2%,-3%,-8%,30%[activator],-4%,6%,O=C(Cn1nc(C(F)(F)F)c2c1CCCC2)Nc1ccc(F)c(Cl)c1,-7%
